Bioassay records (PubChem BioAssay)
KDM5B inh = blocks human KDM5B histone demethylase activity | Q9UGL1 | KDM5B demethylase, FDH-coupled NADH fluorescence (FDH is formaldehyde dehydrogenase) | Potency, µM (top dose mostly 57.7 µM), for inactives: at the top dose activity change, negative = inhibition, usual class: inhibitors | actives 2.6% (n = 220,000); active means well fitted inhibition curve with a large enough effect; inconclusive means small, poorly fitted or top-dose-only effect; inactive means no such curve, though single readings can be large or run the other way; further: 0% is about no effect; nearly all actives have a fitted effect of over 70% in size
Target sequence (Q9UGL1 whole entry, looked up): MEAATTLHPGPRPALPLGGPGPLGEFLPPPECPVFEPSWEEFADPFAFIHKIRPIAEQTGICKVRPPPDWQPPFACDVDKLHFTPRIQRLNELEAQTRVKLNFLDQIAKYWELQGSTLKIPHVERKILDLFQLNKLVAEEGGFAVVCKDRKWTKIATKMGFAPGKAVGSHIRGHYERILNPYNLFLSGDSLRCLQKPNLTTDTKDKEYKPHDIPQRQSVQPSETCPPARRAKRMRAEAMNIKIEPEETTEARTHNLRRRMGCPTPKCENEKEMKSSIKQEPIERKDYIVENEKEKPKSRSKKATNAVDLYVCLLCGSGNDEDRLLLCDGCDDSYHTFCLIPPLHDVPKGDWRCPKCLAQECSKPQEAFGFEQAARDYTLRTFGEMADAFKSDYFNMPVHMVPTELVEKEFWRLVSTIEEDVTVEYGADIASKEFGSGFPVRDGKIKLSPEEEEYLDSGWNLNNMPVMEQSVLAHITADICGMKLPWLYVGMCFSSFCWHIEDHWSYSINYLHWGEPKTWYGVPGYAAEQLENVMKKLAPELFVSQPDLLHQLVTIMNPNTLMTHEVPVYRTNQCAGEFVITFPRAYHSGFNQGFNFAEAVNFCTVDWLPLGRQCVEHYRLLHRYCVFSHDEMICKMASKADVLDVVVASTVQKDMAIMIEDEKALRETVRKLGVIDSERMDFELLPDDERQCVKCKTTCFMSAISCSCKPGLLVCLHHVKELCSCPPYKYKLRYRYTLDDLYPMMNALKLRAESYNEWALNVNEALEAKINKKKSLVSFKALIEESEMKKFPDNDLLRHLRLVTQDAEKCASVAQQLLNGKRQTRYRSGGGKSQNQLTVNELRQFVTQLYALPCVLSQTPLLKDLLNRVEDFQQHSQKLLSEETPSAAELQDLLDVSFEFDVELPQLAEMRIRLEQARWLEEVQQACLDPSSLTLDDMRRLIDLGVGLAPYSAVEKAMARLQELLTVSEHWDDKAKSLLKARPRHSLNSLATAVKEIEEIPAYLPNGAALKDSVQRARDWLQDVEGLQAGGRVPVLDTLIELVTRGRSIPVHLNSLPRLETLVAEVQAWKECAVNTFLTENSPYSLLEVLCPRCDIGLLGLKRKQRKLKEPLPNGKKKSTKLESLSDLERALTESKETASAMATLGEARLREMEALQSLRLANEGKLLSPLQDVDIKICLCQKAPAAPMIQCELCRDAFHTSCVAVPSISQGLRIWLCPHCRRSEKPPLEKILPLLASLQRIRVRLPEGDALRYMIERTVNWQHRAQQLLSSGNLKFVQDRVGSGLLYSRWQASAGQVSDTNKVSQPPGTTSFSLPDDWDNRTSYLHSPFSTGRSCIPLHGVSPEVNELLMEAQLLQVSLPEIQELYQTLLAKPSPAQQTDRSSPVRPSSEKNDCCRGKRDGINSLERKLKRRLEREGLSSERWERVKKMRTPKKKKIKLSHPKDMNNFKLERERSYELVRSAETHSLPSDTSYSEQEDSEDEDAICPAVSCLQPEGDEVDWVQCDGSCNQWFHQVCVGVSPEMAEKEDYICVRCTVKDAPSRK
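Coupled FDH/NAD⁺ fluorescence readout. KDM5BΔAP 200 nM final; compound titration, 10 min RT preincubation; substrate mix 12.5 µM H3K4me3, 25 µM 2-OG, 50 µM Fe(II), 100 µM ascorbate, 0.25 mM NAD⁺, 0.25 U/mL FDH; ΔRFU over 30 min.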
* = called active by the depositor; i = inactive; ? = inconclusive; & = joins results of further samples; [ ] = remark or other dose. Potency means the concentration at half of the fitted maximal effect. Not all compounds are listed (hit frequency here may not be typical).

SMILES	KDM5B inh
COc1ccc(-c2nnc3n2CCN(C(=O)Cc2ccc(F)cc2)C3)cc1	8%
CN(C(N)=NC(=O)/C=C/c1ccccc1)C(C#Cc1ccccc1)Cc1ccccc1 (stereo unspecified)	-5%
Cc1ccc(CNC(=O)C2CCN(S(=O)(=O)c3c(C)noc3/C=C/c3c(C)cc(C)cc3C)CC2)cc1	-4%
COc1ccc(C(CNC(=O)CCC(=O)c2ccc(C)s2)N2CCOCC2)cc1 (stereo unspecified)	-13%
O=C(Nc1ccncc1)c1ccc(COc2ccccc2Cl)cc1	9%
CSc1ccc(/C=C/C(=O)c2ccc(N(C)C)cc2)cc1	2%
CCc1ccc(-c2csc(Nc3ccc(C(=O)O)c(O)c3)n2)cc1	-12%
Cc1cc(C(=O)OCC(=O)N2CCOCC2)c2ccccc2n1	-30%
CC(=O)N1CCN(C(=O)c2cc(-c3ccco3)nc3ccccc23)CC1	i
CC1CCN(S(=O)(=O)NCc2ccccc2Cn2cccn2)CC1	8%

Other results:
SMILES	KDM5B inh
CCOC(=O)c1cnc2c(ccc3ccccc32)c1Nc1ccc(C(C)=O)cc1	-19%
CC1(C)Cc2ccccc2C(C2=C(O)CCCC2=O)=N1	23%
O=C(CCNC(=O)c1cccs1)Nc1cccnc1N1CCCC1	4%
CCn1cc(C(=O)NCCOC)c(=O)c2cc(S(=O)(=O)N3CCOCC3)ccc21	9%
O=C(CCCc1ccccc1)N1C[C@@H](CO)[C@H](c2nc(C3CC3)no2)C1	20%
O=C(NCc1ccc(Cl)s1)C1CCCN(C2CCN(C(=O)C3CC3)CC2)C1 (stereo unspecified)	18%
COC(=O)c1cc(F)ccc1NC(=O)N1CCc2[nH]cnc2C1c1ccc(Cl)cc1 (stereo unspecified)	-14%
Cc1cc(C)cc(NC(=O)CSc2cc(C)[nH]c(=O)n2)c1	-43%
CC(C)n1nc(C(=O)N2CCN(S(=O)(=O)c3cccs3)CC2)c2ccccc2c1=O	22%
O=C(NCCc1ccc(Cl)cc1)c1nc(-c2cccnc2)c2cnccn12	25µM*

Following part.
SMILES	KDM5B inh
CCOC(=O)c1ccc(NC(=O)CN2C(=O)c3cccnc3Oc3ccc(Cl)cc32)cc1	?
Cc1nc(CN2Cc3nc(-c4cnn(Cc5ccccc5)c4)ccc3OCC2=O)cs1	-25%[86.2 µM]
O=C(Nc1c(-c2ccc(F)cc2)nc2ccccn12)c1ccccc1F	1%
Oc1ccc(Cl)cc1C=Nc1ccc(Cl)cc1C(F)(F)F	-9%
O=C(Nc1ccccc1F)c1cccc2c(Cl)cccc12	13%
CC(=O)Nc1ccc(C)cc1S(=O)(=O)N1CCCC1c1ccco1 (stereo unspecified)	7%
O=C(C[C@@H]1CCNC[C@@H]1Cc1cc(CC2CCCCC2)on1)N1CCC(Cc2ccccc2)CC1	-14%
Cc1ccc(CN2CCCCCCNC(=O)[C@@H]3C[C@@H](C(=O)N4CCN(c5ccccn5)CC4)C[C@@H]32)o1	20µM*
COC(=O)CNC(=O)C1CCCN(C(=O)c2cc3ccccc3[nH]2)C1 (stereo unspecified)	-7%
CC(C)Oc1cc(-c2ccc(C(C)N3CCOCC3)cc2)nc(N)n1 (stereo unspecified)	?

Arranged by the number under KDM5B inh (rising): some entries from above.
structure,KDM5B inh
O=C(C[C@@H]1CCNC[C@@H]1Cc1cc(CC2CCCCC2)on1)N1CCC(Cc2ccccc2)CC1,-14%
Oc1ccc(Cl)cc1C=Nc1ccc(Cl)cc1C(F)(F)F,-9%
COC(=O)CNC(=O)C1CCCN(C(=O)c2cc3ccccc3[nH]2)C1 (stereo unspecified),-7%
O=C(Nc1c(-c2ccc(F)cc2)nc2ccccn12)c1ccccc1F,1%

The list goes on.
SMILES	KDM5B inh
COc1cccc(CN(C)C(=O)c2sccc2-c2ccccc2)c1OC	-17%
N#Cc1cccc(NC(=O)NCCNc2ncccc2C(F)(F)F)c1	?
O=C(Cc1cccs1)NC1CCSC1=O (stereo unspecified)	14%
O=C(c1ccc(C(F)(F)F)cc1)N1CCn2c(nnc2-c2ccccc2)C1	-8%
CN(C)CCCNC(=O)c1nc(CC(=O)Nc2cccc3ncccc23)no1	-13%
O=C1CC(=O)CC(c2cccc(Cl)c2)C1	3%
Cc1ccc(-c2noc(Cn3cnc(C#N)n3)n2)cc1	8%
Cc1ccccc1CNC(=O)c1ccc2ccccc2n1	-8%
O=C(NCC12CCC=C1N(CC1CC1)C(=O)CC2)C1CCOCC1 (stereo unspecified)	9%
CCC1Oc2ccc(NC(=O)COC)cc2CN(Cc2cc(F)cc(F)c2)C1=O (stereo unspecified)	1%

More compounds
SMILES	KDM5B inh
COc1ccc(-c2cc3nc4c(c(=O)n3[nH]2)CCN(C(=O)c2ccccc2C)C4)cc1	20µM*
Fc1cc(F)cc(Cc2nc3nccc(-c4cc5ccccc5o4)n3n2)c1	i
O=C(c1ccc2c(c1)OCO2)N1CCC2(CC1)NC(=O)N(c1ccccc1Cl)N2	?
Cc1ccc(CSc2nc3nccnc3c(=O)n2Cc2ccc3c(c2)OCO3)cc1	4%
Cc1ccc(C2(O)CCN(C(=O)c3ccc4ncccc4c3)CC2)nc1	4%
CCCCn1c(N)c(N(CC)C(=O)c2ccc(-c3ccc(Cl)cc3)o2)c(=O)[nH]c1=O	?
O=C(O)/C=C/C(=O)Nc1ccc(-n2ccc(C(F)(F)F)n2)cc1	1%
Cc1nc2nc(C(F)(F)F)[nH]n2c(=O)c1Cc1ccccc1Cl	10%
CCOC(=O)c1c(C)oc2nc(C)nc(NCCCN3CCN(c4cccc(C)c4)C(C)C3)c12 (stereo unspecified)	-16%
Cc1cccc(N2C(=O)CSC23CCN(C(=O)C2CC2)CC3)c1	25µM*

As a short view, 6 of the compounds above.
SMILES	KDM5B inh
COc1ccc(-c2cc3nc4c(c(=O)n3[nH]2)CCN(C(=O)c2ccccc2C)C4)cc1	20µM*
Fc1cc(F)cc(Cc2nc3nccc(-c4cc5ccccc5o4)n3n2)c1	i
O=C(c1ccc2c(c1)OCO2)N1CCC2(CC1)NC(=O)N(c1ccccc1Cl)N2	?
Cc1ccc(CSc2nc3nccnc3c(=O)n2Cc2ccc3c(c2)OCO3)cc1	4%
Cc1ccc(C2(O)CCN(C(=O)c3ccc4ncccc4c3)CC2)nc1	4%
CCCCn1c(N)c(N(CC)C(=O)c2ccc(-c3ccc(Cl)cc3)o2)c(=O)[nH]c1=O	?

Further results follow:
SMILES	KDM5B inh
CC(C)c1ccc(NC(=O)O[C@@H]2CO[C@H]3[C@@H]2OC[C@@H]3NC(=S)NC2CCCCC2)cc1	-4%
O=C(Nc1ccc(N2CCOCC2)c(Cl)c1)c1ccc(-n2cnnc2)cc1	30%
Cc1nn(-c2ccc(F)cc2)c(Oc2ccc(F)cc2F)c1CCC(=O)N(C)C(C)C	12%
O=C(CN1C(=O)COc2ccc(S(=O)(=O)N3CCCCCC3)cc21)Nc1cccc(Cl)c1	-12%
O=[S+]([O-])(c1cccs1)N1CCCC2(CC(c3cccc(C(F)(F)F)c3)=NO2)C1 (stereo unspecified)	?
S=c1[nH]nc(-c2cccs2)n1/N=C/c1cn(-c2ccccc2)nc1-c1ccc(Cl)cc1	-31%
Cc1ccccc1OCc1ccc(-c2nc(C#N)c(N3CCN(c4ccccc4)CC3)o2)o1	?
O=C(c1ccc2cc[nH]c2c1)N1CCCC(Cc2noc(-c3cnccn3)n2)C1 (stereo unspecified)	3%
CN1CC2(CCN(Cc3ccc(CCC(C)(C)O)cc3)CC2)OC1=O	41%[activator]
CSc1cccc(NC(=O)Cn2cnc(S(=O)(=O)N3CCCC3)c2)c1	8%

(next part)
SMILES	KDM5B inh
CN(CCc1noc(C2CN(C(=O)CN3CCCCCC3)C2)n1)S(C)(=O)=O	7%
COc1ccc(C(=O)Nc2ncc3c(n2)CC(c2ccco2)CC3=O)cc1 (stereo unspecified)	3%
Clc1cccc(Nc2nc(NC3CCCC3)nc3c2cnn3-c2ccccc2)c1	?
CCOC(=O)c1sc2ncn(CC(=O)Nc3ccc(C)cc3Br)c(=O)c2c1C	4%
COc1ccc(-c2nc(C3CC(=O)N(Cc4ccccc4OC)C3)no2)c(C)c1 (stereo unspecified)	-33%
Cc1ccc(NC(=O)CSCn2nnc3c(=O)[nH]c(Cc4ccc(F)cc4)nc32)c(C)c1	10%&-10%
COc1ccc(CN2C[C@@H](C(N)=O)[C@H](c3nc(C)no3)C2)cc1Cn1cccn1	?
COc1ccccc1-c1ccc(C(=O)O)cc1	112µM*
Cc1ccc(C)c(NC(=O)CSc2cn(CC(=O)N3CCCCC3)c3ccccc23)c1	-21%
CC(=O)N1CC2(CCN(CCCn3ccnc3C)CC2)CC1C(=O)O (stereo unspecified)	-23%

Next compounds
SMILES	KDM5B inh
CC(C)(C)CC(=O)N1CCN2C(=O)c3cc(-c4ccc5c(c4)OCO5)ccc3NC(=O)[C@H]2C1	?
CNC(=O)c1cc[nH]c1C1CCCN(C(=O)NC(C)(C)C)C1 (stereo unspecified)	-18%
CCc1cccc(NC(=O)CN2C(=O)NC(c3ccc(Cl)cc3)C3=C2COC3=O)c1 (stereo unspecified)	8%
Cc1csc(SCC(=O)Nc2cccc(C)c2C)n1	9%
O=C(Nc1ccc(F)cc1)C1COc2ccccc2O1 (stereo unspecified)	6%
COc1ccc(OC)c(CNC(=O)N2CCc3sccc3C2)c1	11%
CCn1cc2nc(SCC(=O)Nc3ccc(C)cc3)n(Cc3ccc(C)cc3)c(=O)c2n1	-15%
O=C(NCCCCCc1nc2ccccc2[nH]1)c1ccccc1Cl	4%
COc1ccc(C(=O)NC[C@H]2COCc3nc4cc(C(F)(F)F)ccc4n32)cc1	-10%[86.2 µM]
COCC(=O)N1CCN(c2nc3ncccc3o2)CC1	32µM*

Next part.
SMILES	KDM5B inh
CN(Cc1ccccc1)C(=O)c1cc2c(=O)n(C)c3ccccc3c2s1	?
CCC(C)NC(=O)C1=CC(c2cc(OC)ccc2OC)=NS(=O)(=O)N1C (stereo unspecified)	2%
CNc1ccc(C)cc1C(=O)N1CCC2(CCCN(C)CC2)CC1	?
COc1ccc(CN2CCOc3nc(-c4cccc(N(C)C)c4)ncc3C2=O)cc1	?
CCCN(C)c1nccnc1OC1CCN(C(=O)c2ccc(OC)cc2)C1 (stereo unspecified)	-6%
Cc1cc(C)n(-c2nc3c(c(=O)n(CC(N)=O)c(=O)n3C)n2CCc2ccccc2)n1	15%
CCCCN(C(=O)CSc1ncn[nH]1)c1c(N)n(Cc2ccccc2)c(=O)[nH]c1=O	24%
Cc1ccc(O)c(-c2ccnc3cc(-c4ccccc4)nn23)c1	14%
COc1ccc(/C=N/O)cc1	25%
CCOc1cc(=O)n2c(c1C(=O)NCc1ccccc1F)CCCCC2	-14%

Other structures.
SMILES	KDM5B inh
CC(C)COc1cc(=O)n2c(c1C(=O)NC1CCN(C)CC1)CCCCC2	-10%
Cc1noc(-c2cccs2)c1C(=O)NCCCCc1ccccc1	32µM*
CN(Cc1cc(-c2ccccc2)on1)C(=O)CN1C[C@@H]2CC[C@H](CC1=O)N2	-22%
Cc1cc(C(=O)N2CCc3c(nc(C)nc3N(C)C)C2)c2cccc(C)c2n1	19%
COCC(=O)N(C)Cc1cccc(C(F)(F)F)c1	-1%[86.2 µM]
CC(O)CN1CC2(CCC1=O)CCN(CCCn1ccnc1)CC2 (stereo unspecified)	-10%
C/C(=N\O)c1cc2cc(Br)cc(Br)c2oc1=O	?
Cc1c(C(=O)Nc2c(C)n(C)n(-c3ccccc3)c2=O)oc2c(Cl)cccc12	3%
COc1ccc(CCNC(=O)c2csc(NC(C)C)n2)cc1	13%
O=C(N/N=C/c1c(Cl)cccc1Cl)c1cccs1	19%

Continued.
SMILES	KDM5B inh
COc1ccc(C2(C(=O)N(C)Cc3ccc4c(c3)OCO4)CCOCC2)cc1	-12%[115 µM]
COc1cccc(-n2c(=O)c3cc(OC)c(OC)cc3n(CC(=O)Nc3ccc(F)cc3)c2=O)c1	?
COCCCNc1ccc2nnc(-c3ccc(C)cn3)n2n1	40µM*
CC(C)CCN1CCNC(=O)C1CC(=O)N(Cc1cnn(C)c1)C1CC1 (stereo unspecified)	16µM*
CN(C)C(=O)c1ccc(NC(=O)COc2ccccc2-c2ccccc2)cc1	-9%
Cc1cnc2c(S(=O)(=O)NC(C3CC3)C3CC3)cccc2c1	-8%
COC(=O)CNC(=O)/C=C/c1ccccc1	15%
Cc1nc2ncnn2c(N(C)C)c1Cc1ccccc1	5%
CC(C)c1cccc(C(C)C)c1NC(=O)CC1C=CCC1 (stereo unspecified)	7%
CCOc1cccc(CN2CC(Oc3ccccc3C(=O)NC3CC3)C2)c1	-16%

Other entries follow:
SMILES	KDM5B inh
COc1cccc(C2CC(=O)Nc3nc(N)sc32)c1OC(C)C (stereo unspecified)	?
O=C(CSc1nnc(-c2ccncc2)n1-c1ccc(Cl)cc1)NCc1ccc2c(c1)OCO2	10%
CC(NC(=O)c1ccc(CS(C)(=O)=O)cc1)c1ccc(F)cc1 (stereo unspecified)	13%
O=C(NC1CCCCC1)c1cc(Nc2ccccc2)nc2ccccc12	?
CCc1nc2ccccc2c(C(=O)OCC(=O)N(C(C)C)C(C)C)c1C	-3%
Cc1cccc(-c2ccc3c(c2)C(=O)N2CC[C@H](NC(=O)CCC(=O)O)[C@H]2C(=O)N3)c1C	-9%
O[C@@H]1C[C@@H](c2nnc3n2CCN(Cc2ccc4[nH]ccc4c2)C3)N(Cc2ccccc2)C1	?
COc1ccc(F)cc1S(=O)(=O)N1CCc2nn(CC3CC3)c(=O)n2CC1	7%
Cc1nn(CC(=O)N2CCC(C)CC2)c(=O)c2cc3occc3n12	-23%
